Screens from PubChem BioAssay.
Tau fibril FP: qHTS for Inhibitors of Tau Fibril Formation, Fluorescence Polarization | Microtubule-associated protein tau (Homo sapiens), P10636 | K18 P301L tau heparin fibrillization, Alexa594 FP, 6 h | Potency, µM (top dose mostly 57.7 µM), without a hit: at the top dose activity, negative = inhibition, hits mostly inhibitors | 0.39% of 280,000 active | AID 1468, 2008; note: nearly all actives have a fitted effect of over 55% in size
Target sequence (P10636 561-689 P618L limits assumed): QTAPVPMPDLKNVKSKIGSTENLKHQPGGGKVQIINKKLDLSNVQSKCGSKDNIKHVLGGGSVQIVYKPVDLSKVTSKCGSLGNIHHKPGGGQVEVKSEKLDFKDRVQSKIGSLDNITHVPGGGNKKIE
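FP of Alexa 594-tau after heparin (20 uM) induction. Substrate: human K18 P301L, 15 uM unlabeled, 0.24 uM labeled. Buffer 100 mM sodium acetate pH 7. 6 hr, 37 C.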
GoLoco inh red: qHTS Assay for Inhibitors of RGS12 GoLoco Motif Activity (Red Fluorophore). Guanine nucleotide-binding protein G(i) subunit alpha-1 (Homo sapiens), P63096. Gai1:RGS12 GoLoco peptide FP, rhodamine, 10 min. Potency, µM (doses to about 61.6 µM), inactives show top-dose activity, negative = inhibition, actives largely listed as inhibitors. 0.44% of 230,000 active; active = well fitted inhibition curve with a large enough effect, not every such curve was filed as active; inactive = no such curve, though single readings can be large or run the other way; note: nearly all actives have a fitted effect of over 30% in size; many of its hits are not listed in these tables
Target sequence (P63096 whole entry, looked up): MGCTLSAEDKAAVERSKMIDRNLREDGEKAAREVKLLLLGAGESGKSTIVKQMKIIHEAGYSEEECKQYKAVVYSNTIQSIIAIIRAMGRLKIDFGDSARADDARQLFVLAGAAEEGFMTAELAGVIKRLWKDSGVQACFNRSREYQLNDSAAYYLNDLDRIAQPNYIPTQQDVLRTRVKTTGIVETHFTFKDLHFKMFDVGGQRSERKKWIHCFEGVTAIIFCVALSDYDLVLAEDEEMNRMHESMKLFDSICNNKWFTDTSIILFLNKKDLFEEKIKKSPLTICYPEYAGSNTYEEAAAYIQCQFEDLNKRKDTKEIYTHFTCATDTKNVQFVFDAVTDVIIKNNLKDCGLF
L3MBTL1 inh: qHTS Assay for the Inhibitors of L3MBTL1. Lethal(3)malignant brain tumor-like protein 1 (Homo sapiens), Q9Y468. AlphaScreen L3MBTL1–H3K9me1 peptide binding. Potency, µM (titrated, usually from 57.1 µM), for the others: top-dose activity, negative = inhibition, usual class: inhibitors. 0.66% of 230,000 active. AID 485360, 2010; note: nearly all actives have a fitted effect of over 60% in size
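Displacement of a biotinylated histone H3(1-15) peptide monomethylated at Lys9 (75 nM) from L3MBTL1 (50 nM) was measured by AlphaScreen after a 30 min room-temperature compound incubation; cefsulodin titration served as intraplate control.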
TR SRC2 fluor cs: Total Fluorescence Counterscreen for Inhibitors of the Interaction of Thyroid Hormone Receptor and Steroid Receptor Coregulator 2 | 0.29% of 280,000 active | AID 1479, 2009 | Potency, µM (doses to about 106 µM), inactives show top-dose fluorescence change, negative = quenching | TRb/SRC2 Texas Red total fluorescence interference; active = well fitted curve in either direction with a large enough effect; inconclusive = small, poorly fitted or top-dose-only effect
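Human TRb ligand-binding domain at 0.6 uM with 20 nM Texas Red SRC2 peptide in Tris buffer containing 1 uM T3 and 5% DMSO, incubated with compound 5 h at ambient temperature. Total fluorescence (555/632 nm) calculated as parallel + 2 × perpendicular.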
TRb SRC2 PPI: qHTS for Inhibitors of the Interaction of Thyroid Hormone Receptor and Steroid Receptor Coregulator 2 | TRbeta-SRC2 peptide binding, fluorescence polarization; receptor liganded with 1 µM T3 | Potency, µM (doses to about 106 µM), inactives show at the top dose activity change, negative = inhibition, actives largely listed as inhibitors | 0.065% of 280,000 active | AID 1469, 2008;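 note: plate controls were bound peptide for no effect and peptide without receptor for full effect; nearly all actives have a fitted effect of over 50% in size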
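Binding of a 20-amino-acid Texas Red SRC2 peptide (20 nM) to TRb ligand-binding domain (0.6 uM) with agonist T3 at 1 uM was followed by fluorescence polarization after a 5 hr room-temperature incubation.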
JMJD2E inh: qHTS Assay for Inhibitors of Human Jumonji Domain Containing 2E (JMJD2E); AID 2147, 2009; 1.6% of 230,000 active; Lysine-specific demethylase 4E (Homo sapiens), B2RXH2; Potency, µM (highest dose often 57.1 µM), for the others: at the highest dose activity change, negative = inhibition, usual class: inhibitors; JMJD2E catalytic domain, FDH-coupled NADH fluorescence (FDH is formaldehyde dehydrogenase); active = well fitted inhibition curve with a large enough effect, not every such curve was filed as active; inconclusive = small, poorly fitted or top-dose-only effect, or another doubt; inactive = no such curve, though single readings can be large or run the other way;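 note: 0% = wells with enzyme and -100% = buffer wells without enzyme; nearly all actives have a fitted effect of over 50% in size; many of its hits are not listed in these tables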
Target sequence (B2RXH2 1-337 limits assumed): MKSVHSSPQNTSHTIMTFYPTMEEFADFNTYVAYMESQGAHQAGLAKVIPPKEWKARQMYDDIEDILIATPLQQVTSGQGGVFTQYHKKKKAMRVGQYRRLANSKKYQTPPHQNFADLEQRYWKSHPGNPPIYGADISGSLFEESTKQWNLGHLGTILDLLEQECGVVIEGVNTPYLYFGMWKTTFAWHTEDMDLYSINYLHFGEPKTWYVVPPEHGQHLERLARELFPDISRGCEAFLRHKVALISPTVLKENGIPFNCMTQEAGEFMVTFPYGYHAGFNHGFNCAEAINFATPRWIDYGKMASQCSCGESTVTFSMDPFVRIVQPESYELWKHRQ
Tau ThT inhib: qHTS for Inhibitors of Tau Fibril Formation, Thioflavin T Binding | Microtubule-associated protein tau (Homo sapiens), P10636 | recombinant tau K18 P301L, heparin-induced fibrillization, ThT fluorescence | Potency, µM (highest dose often 57.4 µM), without a hit: at the top dose activity, negative = inhibition, hits mostly inhibitors | 2.1% of 270,000 active; note: nearly all actives have a fitted effect of over 55% in size
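ThT emission at 510 nm, taken 1 hr after adding 30 uM dye, quantifies aggregates formed when 20 uM heparin acts on human tau K18 P301L for 6 hr at 37 C.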
RECQ1 inh: qHTS Assay for Inhibitors of RecQ-Like Dna Helicase 1 (RECQ1); ATP-dependent DNA helicase Q1 (Homo sapiens), P46063; RECQ1 DNA unwinding, red fluorescence kinetic read; 0.54% of 240,000 active; Potency, µM (highest dose often 57.3 µM), for inactives: at the top dose activity, negative = inhibition, actives largely listed as inhibitors;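 note: plate controls were vehicle for no effect and no enzyme for full effect; nearly all actives have a fitted effect of over 30% in size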
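RECQ1T1 50 nM; forked duplex (20 bp + 30-nt ss tails) 200 nM, ATP 2 mM final; pH 8.0, 2 mM MgCl2, 2.5 ug/ml poly(dI-dC); 15 min compound preincubation; discontinuous kinetic read over 2 h at RT.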
* = called active by the depositor; [ ] = remark or other dose. Unless noted, calls come from the whole dose curve; as a rule, active = well fitted curve in the direction sought with a large enough effect; inconclusive = small, poorly fitted or top-dose-only effect, or another doubt; inactive = no such curve, though single readings can be large; an effect the other way counts as inactive or inconclusive. Unless noted, % is set by controls: 0 for no effect and ±100 for the full control effect; potency is the fitted concentration of half-maximal effect. The list is partial. The share of hits here may be higher or lower than overall.

The opening three entries, to show the layout:
Screening CCOC(=O)c1c(C)[nH]c(C)c1C(=O)CSc1nc2ccccc2n1CCC#N returned Tau fibril FP -14%, GoLoco inh red 11%, L3MBTL1 inh 2%, TR SRC2 fluor cs 5%, TRb SRC2 PPI -1%, JMJD2E inh 3%, Tau ThT inhib -6% and RECQ1 inh -2%.
COc1ccc(C(=O)CSc2nnc(COc3ccc(C#N)cc3)n2-c2ccccc2)cc1 was read as Tau fibril FP -15%, GoLoco inh red 6%, L3MBTL1 inh -5%, TR SRC2 fluor cs -2%, TRb SRC2 PPI -13%, JMJD2E inh 7%, Tau ThT inhib -9% and RECQ1 inh 0%.
Screening COc1ccc(NC(=O)C2CCN(S(=O)(=O)c3ccc(Br)s3)CC2)cc1OC returned Tau fibril FP 2%, GoLoco inh red 12%, L3MBTL1 inh -3%, TR SRC2 fluor cs 4%, TRb SRC2 PPI -1%, JMJD2E inh -1%, Tau ThT inhib -4% and RECQ1 inh 0%.

Results, previewed entries included:
Screening CCOC(=O)c1c(C)[nH]c(C)c1C(=O)CSc1nc2ccccc2n1CCC#N returned Tau fibril FP -14%, GoLoco inh red 11%, L3MBTL1 inh 2%, TR SRC2 fluor cs 5%, TRb SRC2 PPI -1%, JMJD2E inh 3%, Tau ThT inhib -6% and RECQ1 inh -2%.
COc1ccc(C(=O)CSc2nnc(COc3ccc(C#N)cc3)n2-c2ccccc2)cc1 was read as Tau fibril FP -15%, GoLoco inh red 6%, L3MBTL1 inh -5%, TR SRC2 fluor cs -2%, TRb SRC2 PPI -13%, JMJD2E inh 7%, Tau ThT inhib -9% and RECQ1 inh 0%.
Screening COc1ccc(NC(=O)C2CCN(S(=O)(=O)c3ccc(Br)s3)CC2)cc1OC returned Tau fibril FP 2%, GoLoco inh red 12%, L3MBTL1 inh -3%, TR SRC2 fluor cs 4%, TRb SRC2 PPI -1%, JMJD2E inh -1%, Tau ThT inhib -4% and RECQ1 inh 0%.
CC(C)[C@H]1CN=C2N(CCNC(=O)CCC3CCCCC3)[C@H](Cc3ccc(O)cc3)CN21 was read as Tau fibril FP 0%, GoLoco inh red 1%, L3MBTL1 inh 33%[activator], TR SRC2 fluor cs -4%, TRb SRC2 PPI 0%, JMJD2E inh -3%, Tau ThT inhib -5% and RECQ1 inh -7%.
`O=C(Nc1cccc(C(F)(F)F)c1)c1ccc(N2CCNCC2)c([N+](=O)[O-])c1` gave Tau fibril FP -7%, GoLoco inh red -2%, L3MBTL1 inh -3%, TR SRC2 fluor cs -1%, TRb SRC2 PPI -2%, JMJD2E inh -2%, Tau ThT inhib inconclusive and RECQ1 inh -13%.
Screening O=C(COC(=O)CCC(=O)c1ccc(Cl)cc1)NCCc1ccccc1 returned Tau fibril FP 6%, GoLoco inh red -1%, L3MBTL1 inh 8%, TR SRC2 fluor cs -4%, TRb SRC2 PPI -2%, JMJD2E inh 2%, Tau ThT inhib -11% and RECQ1 inh -15%.
Screening Cc1cc(=O)oc2c(CN3CCCCC3)c(O)c(Cl)cc12 returned Tau fibril FP -5%, GoLoco inh red -8%, L3MBTL1 inh -7%, TR SRC2 fluor cs -1%, TRb SRC2 PPI 5%, JMJD2E inh inconclusive, Tau ThT inhib -2% and RECQ1 inh -6%.
`Cc1cccc(N2CCN(C(=O)c3cc4c(=O)n(C)c5ccccc5c4n3C)CC2)c1C` gave Tau fibril FP -4%, GoLoco inh red 10%, TR SRC2 fluor cs -3%, TRb SRC2 PPI -5%, JMJD2E inh 5%, Tau ThT inhib inconclusive and RECQ1 inh -14%.
Screening c1ccc(Cn2c(NCc3ccccn3)nc3ccccc32)cc1 returned Tau fibril FP -11%, GoLoco inh red 2%, L3MBTL1 inh -4%, TR SRC2 fluor cs -3%, TRb SRC2 PPI 4%, JMJD2E inh -10%, Tau ThT inhib -12% and RECQ1 inh inactive.
For O=C(NCc1ccc(N2CCCC2=O)cc1)c1cnccn1 the results were Tau fibril FP -1%, GoLoco inh red 7%, TR SRC2 fluor cs -1%, TRb SRC2 PPI 0%, JMJD2E inh -1%, Tau ThT inhib -5% and RECQ1 inh -13%.
For CSc1nc(Oc2ccc3ccccc3c2)c2sccc2n1 the results were Tau fibril FP inconclusive, GoLoco inh red 4%, L3MBTL1 inh 0%, TR SRC2 fluor cs -1%, TRb SRC2 PPI 1%, JMJD2E inh -9%, Tau ThT inhib inconclusive and RECQ1 inh 0%.
CCOc1ccc(-c2nc(CSCC(=O)N3CCN(c4ccc(F)cc4)CC3)c(C)o2)cc1 was read as Tau fibril FP -2%, TR SRC2 fluor cs 2%, TRb SRC2 PPI -4% and Tau ThT inhib inconclusive.
For CCN(CC)C(=O)c1sc(NC(=O)C2c3ccccc3Oc3ccccc32)c(C(=O)OC(C)C)c1C the results were Tau fibril FP 8%, TR SRC2 fluor cs -77%[1.83 µM], TRb SRC2 PPI -26%[1.83 µM] and Tau ThT inhib -2%.
O=c1ccn([C@@H]2O[C@H](COP(=O)(O)OP(=O)(O)OP(=O)(O)O)[C@@H](O)[C@H]2O)c(=O)[nH]1 was read as Tau fibril FP 4%, GoLoco inh red 2%, TR SRC2 fluor cs 0%, TRb SRC2 PPI -7%, Tau ThT inhib -8% and RECQ1 inh 7%.
O=C(CSc1cccc[n+]1[O-])c1ccccc1Br was read as Tau fibril FP 1%, GoLoco inh red 8%, L3MBTL1 inh 0%, TR SRC2 fluor cs 2%, TRb SRC2 PPI 1%, JMJD2E inh 4%, Tau ThT inhib -3% and RECQ1 inh inactive.
Screening COc1ccc(CNC(=O)C/C(C)=N/NC(=O)c2cnccn2)cc1 returned Tau fibril FP 6%, GoLoco inh red 0%, L3MBTL1 inh -9%, TR SRC2 fluor cs -1%, TRb SRC2 PPI 9%, JMJD2E inh -8%, Tau ThT inhib 8% and RECQ1 inh inactive.
NNC(=O)c1cc(Cl)ccc1Cl was read as Tau fibril FP 2%, GoLoco inh red 9%, L3MBTL1 inh 3%, TR SRC2 fluor cs -1%, TRb SRC2 PPI -3%, JMJD2E inh -1%, Tau ThT inhib -2% and RECQ1 inh 0%.
For COc1ccc(-n2nnc(-c3nc(-c4cccs4)no3)c2N)cc1OC the results were Tau fibril FP 6%, TR SRC2 fluor cs -1%, TRb SRC2 PPI 0% and Tau ThT inhib -3%.
`N#CCC(CNc1ncc(C(F)(F)F)cc1Cl)OC(=O)c1ccc(Cl)cc1` (stereo unspecified) gave Tau fibril FP -2%, GoLoco inh red 9%, L3MBTL1 inh 13%, TR SRC2 fluor cs -2%, TRb SRC2 PPI 5%, JMJD2E inh 0%, Tau ThT inhib -3% and RECQ1 inh -18%.
For Cc1ccc(OCC(O)CN2C(=O)NC(C)(C)C2=O)cc1 (stereo unspecified) the results were Tau fibril FP -2%, GoLoco inh red 5%, L3MBTL1 inh -2%, TR SRC2 fluor cs -2%, TRb SRC2 PPI -17%, JMJD2E inh 8%, Tau ThT inhib -13% and RECQ1 inh -8%.
`Cc1nn(-c2ccccc2)c(C)c1/C=N/NC(=O)c1cc(-c2ccc(Cl)s2)[nH]n1` gave Tau fibril FP inconclusive, GoLoco inh red 4%, L3MBTL1 inh 2%, TR SRC2 fluor cs 1%, TRb SRC2 PPI 2%, JMJD2E inh inconclusive, Tau ThT inhib 11% and RECQ1 inh -7%.
For CC(=O)c1ccn(S(=O)(=O)c2ccc(Cl)cc2)c1 the results were Tau fibril FP 9%, GoLoco inh red 0%, L3MBTL1 inh 7%, TR SRC2 fluor cs -2%, TRb SRC2 PPI -5%, JMJD2E inh -2%, Tau ThT inhib 2% and RECQ1 inh inactive.
CC(=O)Oc1ccc2c(c1)c(C(C)=O)c(C)n2C was read as Tau fibril FP 8%, GoLoco inh red 10%, L3MBTL1 inh 5%, TR SRC2 fluor cs 4%, TRb SRC2 PPI 1%, JMJD2E inh 9%, Tau ThT inhib 4% and RECQ1 inh -10%.
`O=C(/C=C\c1ccco1)Nc1nc(-c2ccc3ccccc3c2)cs1` gave Tau fibril FP 5%, L3MBTL1 inh -22%, TR SRC2 fluor cs -4%, TRb SRC2 PPI -6%, JMJD2E inh 2%, Tau ThT inhib 16% and RECQ1 inh -7%.
Screening CCn1c(-c2cccc(Cl)c2)n[nH]c1=S returned Tau fibril FP -2%, GoLoco inh red 3%, L3MBTL1 inh -8%, TR SRC2 fluor cs -1%, TRb SRC2 PPI -3%, JMJD2E inh -25%, Tau ThT inhib -14% and RECQ1 inh inactive.
For Cc1cccc(N(Cc2cc(=O)[nH]c3ccccc23)C(=O)C(C)C)c1 the results were Tau fibril FP 1%, GoLoco inh red 4%, L3MBTL1 inh -2%, TR SRC2 fluor cs 1%, TRb SRC2 PPI 6%, JMJD2E inh -2%, Tau ThT inhib -9% and RECQ1 inh 3%.
For CCCCCOc1ccc(/C=C/C(=O)NCCc2nc3ccccc3[nH]2)cc1OC the results were Tau fibril FP -1%, GoLoco inh red 49%[activator], L3MBTL1 inh 44%[activator], TR SRC2 fluor cs -2%, TRb SRC2 PPI -15%, JMJD2E inh 7%, Tau ThT inhib 3% and RECQ1 inh -5%.
Screening CC1CCCCN1Cc1nc2c(c(=O)n(C)c(=O)n2C)n1Cc1c(F)cccc1Cl (stereo unspecified) returned Tau fibril FP -2%, GoLoco inh red -5%, L3MBTL1 inh 8%, TR SRC2 fluor cs -4%, TRb SRC2 PPI -1%, JMJD2E inh -7%, Tau ThT inhib 11% and RECQ1 inh -4%.
